Bioassay records as filed in PubChem BioAssay.
SENP1 inh – inhibitors of human SENP1 SUMO protease catalytic domain. Q9P0U3. recombinant SENP1 catalytic domain, CyPet-SUMO1-YPet FRET cleavage. inhibition, % at 10 µM. hit rate 0.21% among 360,000. AID 624204;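 active means inhibition at least 30% at 10 µM, raw YFP signal under a set limit, fluorescence ratio 0.5 to 1.5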;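 further: 0% = enzyme with DMSO and 100% = no enzyme wells; some results filed as inactive read as strong as hits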
Target sequence (Q9P0U3 419-644 limits assumed): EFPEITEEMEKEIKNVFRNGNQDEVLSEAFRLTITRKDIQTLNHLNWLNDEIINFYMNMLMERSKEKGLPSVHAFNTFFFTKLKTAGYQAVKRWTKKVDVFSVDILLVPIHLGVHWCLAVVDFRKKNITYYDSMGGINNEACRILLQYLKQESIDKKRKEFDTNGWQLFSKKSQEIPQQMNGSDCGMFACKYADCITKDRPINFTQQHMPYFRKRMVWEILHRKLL
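Test system: hSENP1 catalytic domain, recombinant; Amount: 20 pM final SENP1 enzyme; Medium: Tris pH 8 buffer plus EDTA, NaCl, BME, BSA, NP40, catalase; Schedule: 50 min enzyme reaction, room temperature, light-protected; Technique: FRET fluorescence in CFP and YFP emission channels; Controls: no-enzyme wells low, DMSO-plus-enzyme wells high control.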
APOBEC3G inh – blocks human APOBEC3G single-stranded DNA deamination; hit rate 0.28% among 330,000; Q9HC16; inhibition, % at 20 µM; AID 493012; recombinant A3G, ssDNA deamination FAM/TAMRA fluorescence;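 active means inhibition of at least 40% at 20 µM, with no more than 30% in the related APOBEC3A deaminase screen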;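 further: plate controls were DMSO wells with A3G for no effect and wells lacking A3G enzyme for full effect; some compounds called inactive have numbers as strong as hits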
MIN6 prolif – MIN6 beta-cell proliferation induction; proliferation, % at 10 µM; hit rate 0.29% among 330,000; AID 2380; MIN6 cells proliferation, ATPlite luminescence, 48 h; cells starved in 0.2% serum; 100% = growth in 10% serum;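 active means compounds whose signal lies at least 3.5 SD above the mean of all wells on their plate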;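 further: 0% = DMSO-treated cells in low-serum medium and 100% = 10% serum control; some compounds called inactive have numbers as strong as hits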
hIAP block – blocks human intestinal alkaline phosphatase. P09923. purified IAP, CDP-Star luminescence, 30 min. inhibition, % at 10 µM. hit rate 0.12% among 330,000;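 active means inhibition reaching a set limit with compound at 10 µM in the primary screen, cut at about 35% in these data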;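 further: plate controls were DMSO wells with enzyme for no effect and no-enzyme buffer wells for full effect; values of inactives mirror those of a sister screen read the other way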
Target sequence (P09923 whole entry, looked up): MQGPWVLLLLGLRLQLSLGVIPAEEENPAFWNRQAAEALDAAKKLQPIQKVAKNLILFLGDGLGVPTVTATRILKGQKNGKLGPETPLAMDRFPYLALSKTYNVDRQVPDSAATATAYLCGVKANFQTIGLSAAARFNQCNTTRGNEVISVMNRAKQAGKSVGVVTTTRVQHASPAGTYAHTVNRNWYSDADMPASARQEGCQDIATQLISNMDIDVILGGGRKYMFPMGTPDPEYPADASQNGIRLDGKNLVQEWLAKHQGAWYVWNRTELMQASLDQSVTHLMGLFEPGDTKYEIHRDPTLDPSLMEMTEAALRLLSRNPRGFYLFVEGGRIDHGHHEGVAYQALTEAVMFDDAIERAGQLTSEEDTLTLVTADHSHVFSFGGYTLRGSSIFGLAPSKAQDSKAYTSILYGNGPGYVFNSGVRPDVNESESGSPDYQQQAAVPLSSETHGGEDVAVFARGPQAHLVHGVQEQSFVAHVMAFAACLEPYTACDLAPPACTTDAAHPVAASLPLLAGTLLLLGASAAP
NALP3 yeast inh – NALP3 inhibition in yeast | AID 2825 | inhibition, % at 10 µM | hit rate 0.39% among 330,000 | Yeast reconstituted NLRP3/ASC/caspase-1, beta-gal luminescence, 24 h;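 active means inhibition of 50% or more; inactive means inhibition below 50%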;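 further: plate controls were induced DMSO wells for no effect and uninduced yeast grown without galactose for full effect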
hIAP activ – human IAP activation | P09923 | purified human IAP, CDP-Star luminescence, 30 min; stronger effect = higher value; 1 = vehicle-only enzyme, 0 = enzyme-free background | activation factor at 10 µM | hit rate 0.16% among 330,000;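 active means activation factor of the enzyme at least 2-fold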; further: the source names both 10 and 20 µM as test concentration; values of inactives mirror those of a sister screen read the other way
A3A deaminase – blocks human APOBEC3A ssDNA deamination. AID 493011. inhibition, % at 20 µM. hit rate 0.41% among 330,000. P31941. recombinant A3A, FAM/TAMRA ssDNA deamination fluorescence;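 active means at least 40% inhibition at 20 µM here, with at most 30% in a related deaminase screen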;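 further: plate controls were A3A with DMSO for no effect and wells lacking A3A enzyme for full effect; some results filed as inactive read as strong as hits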
Target sequence (P31941 whole entry, looked up): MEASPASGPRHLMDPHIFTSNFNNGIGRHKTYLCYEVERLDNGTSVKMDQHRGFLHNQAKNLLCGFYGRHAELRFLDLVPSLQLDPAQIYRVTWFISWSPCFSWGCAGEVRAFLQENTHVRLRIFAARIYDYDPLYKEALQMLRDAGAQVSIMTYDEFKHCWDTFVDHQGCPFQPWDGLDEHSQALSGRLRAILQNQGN
mIAP inh – mouse IAP inhibition; hit rate 0.2% among 330,000; AID 2806; purified mouse IAP, CDP-Star luminescence, 30 min; inhibition, % at 10 µM;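 active means inhibition of at least 40% at 10 µM in the primary screen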;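 further: plate controls were DMSO with enzyme for no effect and no enzyme wells for full effect; values of inactives mirror those of a sister screen read the other way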
mIAP act – increases mouse intestinal alkaline phosphatase activity; AID 2805; muIAP, CDP-Star luminescence, 30 min; stronger effect = higher value; 1 = vehicle-only enzyme signal, 0 = enzyme-free wells; activation factor at 10 µM; hit rate 0.24% among 330,000;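 active means activation factor of at least 2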; further: the source names both 10 and 20 µM as test concentration; values of inactives mirror those of a sister screen read the other way
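Assay system: mouse IAP enzyme; reagent: chemiluminescent substrate CDP-Star; dosing: test compounds delivered from DMSO solution; schedule: 30 min at room temperature; measured by: luminescence from enzymatic CDP-Star hydrolysis; controls: DMSO-only wells and no-enzyme negative control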
An asterisk follows results filed as active; x = no result given. The list is partial, so the mix of outcomes need not match the whole.

Compound	SENP1 inh	hIAP activ	A3A deaminase	MIN6 prolif	NALP3 yeast inh	mIAP act	mIAP inh	hIAP block	APOBEC3G inh
Cc1cc(C)n2nc(C(=O)OCC(=O)N3C(C)CCCC3C)nc2n1 (stereo not given)	3	0.99	-2	6	4	0.99	1	0	-3
O=C(O)c1cc(-c2ccc(Cl)cc2)n(-c2ccc(F)cc2)n1	1	0.92	0	0	3	1.1	-10	8	-2
c1ccc(-c2nc(N3CCOCC3)c3ccccc3n2)nc1	2	1	-2	-2	-1	1.2	-16	-4	-6
COc1ccc(CN(C(=O)Cc2cccs2)C(C(=O)NC2CCCC2)c2ccncc2)cc1 (stereo not given)	-1	1.2	-2	-4	6	1	-3	-16	-6
CCOP(=O)(OCC)C(Nc1ccccn1)c1ccccc1 (stereo not given)	-1	0.94	-2	0	16	0.96	4	6	-3
CC(=O)Nc1nnc(S(=O)(=O)N2CCN(c3ccc([N+](=O)[O-])cc3Cl)CC2)s1	1	0.93	0	-8	18	0.97	3	7	1
COc1cccc(CNC(=O)C(=O)NCC(c2ccco2)N2CCOCC2)c1 (stereo not given)	1	0.82	-1	1	-1	0.98	2	18	-2
CCc1cccc(CC)c1NC(=O)COC(=O)/C(C#N)=C/c1ccc(OC)cc1	27	1.1	-4	-2	21	1	-3	-11	-11
Nc1ncnc(NCc2ccc(F)cc2)c1[N+](=O)[O-]	3	0.93	-6	3	11	0.96	4	7	-18
Cc1[nH]c(=O)[nH]c(=O)c1Cc1cccc2ccccc12	-2	0.91	-2	1	4	0.94	6	9	-6
CC1(C)SCC(C(=O)O)N1C=O (stereo not given)	1	0.91	-2	-3	8	0.95	5	9	-6
CCOc1ccc2[nH]c3nc(SCC(=O)OC(C)C)nnc3c2c1	4	1.1	-1	-1	-3	1	-1	-5	-3
COc1ccc(Oc2coc3cc(OC(=O)/C=C/c4ccccc4)ccc3c2=O)cc1	0	1	2	0	1	0.91	9	-2	-7
CC(=O)NCC(=O)NC1(C(=O)NC2CCCC2)CCCCC1	-2	0.93	-2	0	2	1	0	8	-1
COCC(C)NC(C(=O)Nc1ccc(C)c(Cl)c1)c1ccccc1 (stereo not given)	4	1.3	-6	-4	-3	1.1	-13	-29	20

Random excerpt: 4 compounds from above.
Compound	SENP1 inh	hIAP activ	A3A deaminase	MIN6 prolif	NALP3 yeast inh	mIAP act	mIAP inh	hIAP block	APOBEC3G inh
O=C(O)c1cc(-c2ccc(Cl)cc2)n(-c2ccc(F)cc2)n1	1	0.92	0	0	3	1.1	-10	8	-2
CC(=O)Nc1nnc(S(=O)(=O)N2CCN(c3ccc([N+](=O)[O-])cc3Cl)CC2)s1	1	0.93	0	-8	18	0.97	3	7	1
Cc1cc(C)n2nc(C(=O)OCC(=O)N3C(C)CCCC3C)nc2n1 (stereo not given)	3	0.99	-2	6	4	0.99	1	0	-3
CC1(C)SCC(C(=O)O)N1C=O (stereo not given)	1	0.91	-2	-3	8	0.95	5	9	-6

Returning to the listing; the two compounds before the break are reprinted first.
Compound	SENP1 inh	hIAP activ	A3A deaminase	MIN6 prolif	NALP3 yeast inh	mIAP act	mIAP inh	hIAP block	APOBEC3G inh
CC(=O)NCC(=O)NC1(C(=O)NC2CCCC2)CCCCC1	-2	0.93	-2	0	2	1	0	8	-1
COCC(C)NC(C(=O)Nc1ccc(C)c(Cl)c1)c1ccccc1 (stereo not given)	4	1.3	-6	-4	-3	1.1	-13	-29	20
O=C(C1CC1)N1CCCN(C(=O)C2CC2)CC1	-3	1.1	-2	-1	3	1.1	-6	-9	-10
Cc1ccc(N2C(N)=C(C#N)C(c3cccs3)C3=C2CC(C)(C)CC3=O)cc1 (stereo not given)	-11	0.94	2	0	9	0.95	5	6	-9
O=C1CCC(N2C(=O)c3ccccc3C2=O)C(=O)N1 (stereo not given)	3	0.85	-4	2	12	0.96	4	15	-10
COc1cccc(CN2CCN(Cc3cccc(Br)c3)CC2)c1OC	0	0.94	-4	4	29	0.99	1	6	-7
Cn1c(=O)c(C(=O)COC(=O)c2cc(C(F)(F)F)nc3ccccc23)c(N)n(Cc2ccccc2)c1=O	x	0.94	-4	-5	9	0.89	11	6	-7
O=C(CCl)Nc1ccc2c(c1)OCO2	-1	0.97	1	-6	-5	0.92	8	3	-2
Cc1cc(C(=O)NNC(=O)c2cccc(S(=O)(=O)N3CCOCC3)c2)c2ccccc2n1	0	0.98	1	-3	2	0.93	8	2	-7
COc1ccccc1CN=C1NC(=O)C(CC(=O)Nc2ccc(OC)c(OC)c2)S1 (stereo not given)	2	1	6	0	6	1	0	0	0
COc1cc(CNCCCN2CCOCC2)cc(Br)c1OCc1ccc(Cl)cc1	1	1	-4	-7	28	1.1	-10	-3	-8
O=C(NC1CCCCC1)N1CCN(Cc2ccco2)CC1	-2	1.2	-4	0	2	1	-1	-16	-3
Cc1ccc2c(c1)C1CN(C)CCC1N2C(=S)NC(=O)c1ccc(Cl)cc1Cl (stereo not given)	1	0.83	-1	2	25	0.96	4	17	-10
C=C(C)COc1ccc(-c2ncncc2Oc2ccc(OC)cc2)c(O)c1	4	0.97	-1	-3	12	0.89	11	3	-2
O=S(=O)(/N=C(\c1ccccc1F)N1CCCCC1)c1ccccc1	1	1	0	-1	-3	0.99	1	-1	-4
COc1ccccc1C(=O)NNC(=O)c1ccccc1	-1	1	-3	-2	13	1.1	-8	-3	-6
CN1CCN2c3ncccc3Cc3ccccc3C2C1 (stereo not given)	-1	1	-1	0	9	1.1	-14	-2	-2
COc1cc(/C=C(\C#N)c2ccccn2)cc(OC)c1O	44	0.75	-33	0	36	0.78	22	25	-31
CCC(=NCc1ccccc1)c1c(C(F)(F)F)[nH]n(-c2nc3ccccc3s2)c1=O	2	1	4	-4	6	1	-2	-5	-2
CCc1ccc(OCc2nnc(SCCN3CCOCC3)n2C)cc1	2	1.2	1	1	11	1	-4	-17	-3
COc1ccc(/C=C(/NC(=O)c2cccs2)C(=O)NCc2ccco2)cc1OC	-1	0.97	-3	-2	22	1.2	-16	3	-5
Cc1nc(SCC(=O)Nc2ccc3c(c2)OCCO3)c2oc3ccccc3c2n1	-1	1	1	-1	23	0.94	6	-3	-3
C=Cc1ccc(CN2CCCN(Cc3ccc(F)cc3)S2(=O)=O)cc1	0	0.92	-4	-2	23	1	0	8	-5
COc1ccc(OC)c(-n2c(O)cnc2Nc2nc(C)cc(C)n2)c1	0	1	-2	-1	12	0.92	8	-3	-2
CSc1cccc(NC(N)=O)c1	1	0.86	-4	-3	9	1	-5	14	-6
Cc1ccc(NC(=O)CN2CCN(c3ccccn3)CC2)c(Cl)c1	1	1.2	-4	0	38	1	-3	-18	2
Cc1cc(Cl)ccc1Oc1ccc(C(N)=O)cc1[N+](=O)[O-]	0	1.1	-5	-1	4	0.99	1	-6	-8
O=C([C@@H]1CCCN1C(=O)c1cccs1)N1CCN(S(=O)(=O)c2ccccc2F)CC1	-2	1.1	-1	-5	13	1.1	-11	-8	-7
Cc1cc(=O)oc2cc(OCC(O)CN3CCN(c4ccc(F)cc4)CC3)ccc12 (stereo not given)	0	1.1	-3	0	21	0.99	0	-9	-4
Cc1ccc(C(C)(C)NC(=O)C2CCC(=O)N(C3CCCCCC3)C2)cc1 (stereo not given)	3	0.91	-1	0	27	1	-1	9	-3
O=C(c1ccc(C(F)(F)F)cc1)N1CCN(S(=O)(=O)c2ccc3c(c2)OCCCO3)CC1	1	1.2	-2	-1	7	0.99	1	-19	-6
O=C(COC(=O)c1c2c(nc3ccccc13)/C(=C\c1cccs1)CCC2)Nc1ccccc1	-51	0.8	-1	-5	-16	0.8	20	20	-10

Filtered by structure: those above with bromine (two)
Compound	SENP1 inh	hIAP activ	A3A deaminase	MIN6 prolif	NALP3 yeast inh	mIAP act	mIAP inh	hIAP block	APOBEC3G inh
COc1cccc(CN2CCN(Cc3cccc(Br)c3)CC2)c1OC	0	0.94	-4	4	29	0.99	1	6	-7
COc1cc(CNCCCN2CCOCC2)cc(Br)c1OCc1ccc(Cl)cc1	1	1	-4	-7	28	1.1	-10	-3	-8

Next section.
Compound	SENP1 inh	hIAP activ	A3A deaminase	MIN6 prolif	NALP3 yeast inh	mIAP act	mIAP inh	hIAP block	APOBEC3G inh
COc1ccc(S(=O)(=O)N2CCC(C(=O)Oc3c(OC)cccc3OC)CC2)cc1OC	-2	0.92	2	4	13	1.1	-8	8	-5
C=CCC1c2cccc(C(=O)O)c2C(=O)N1c1ccc(Cl)cc1 (stereo not given)	0	1.1	1	-1	10	1	0	-15	-4
O=S(=O)(c1cccc(Cl)c1)N1CN(CC2CCCO2)c2nc3ccccc3nc21 (stereo not given)	-30	0.87	-9	-1	-8	1	-4	13	-4
O=C(COC(=O)CC1CC2CCC1C2)Nc1ccc(F)cc1 (stereo not given)	5	1.1	1	-1	3	1.1	-6	-7	-2
NC(=O)N/N=C/c1sc(=O)n(-c2ccccc2)c1Cl	0	0.94	-2	-3	7	1	-2	6	-11
CC(C)c1nc(SCC(=O)Nc2ccc([N+](=O)[O-])cc2Br)n[nH]1	1	1	2	-2	-9	0.85	15	-4	-5
CC(=O)c1ccc(NC(=O)C(C)Sc2nnnn2C)cc1 (stereo not given)	1	1.2	2	-2	-13	0.99	0	-22	-2
COc1ccc(CCN(C)C(=O)C2CCN(C(=O)Nc3ccccc3)CC2)cc1OC	3	1.1	0	2	8	0.97	3	-12	-9
CC(C)OCCCNC(=O)C1CCN(S(=O)(=O)N2CCCCC2)CC1	2	0.88	-1	-2	3	1.1	-6	12	-6
COc1ccc(-n2c(Cc3cccn3C)nnc2SCC(=O)Nc2ccccc2)cc1	-1	1	-4	-1	10	0.95	5	0	-6
O=[N+]([O-])c1ccc(OCC2CC(c3ccccc3)=NO2)cc1 (stereo not given)	2	1	2	0	27	0.99	1	-4	-3
CC(C)c1ccc(OCC(=O)Nc2c3c(nn2C(C)(C)C)CS(=O)(=O)C3)cc1	4	1	-4	-4	15	0.97	3	-4	6
Cn1nc(C(=O)N2CCN(c3ccccc3F)CC2)c2c1-c1ccccc1S(=O)(=O)C2	-1	1.1	-4	6	6	0.96	4	-7	-6
CC(C)(C)OC(=O)N1CCC(c2cc(-c3cccs3)n[nH]2)CC1	1	1.2	0	-1	6	0.99	1	-19	-4
CCCCN(C(=O)c1ccc2c(c1)S(=O)(=O)N=C1CCCCCN12)c1c(N)n(CCCC)c(=O)[nH]c1=O	-6	0.91	0	0	1	1	-3	9	-3
O=C(NC(=S)NC1CCCCC1)c1ccccc1[N+](=O)[O-]	3	1.2	-3	-1	5	0.9	10	-16	-3
N#CC1=C(N2CCCCC2)c2cc3c(n2C1=O)CCCC3	51*	0.87	-4	1	22	0.87	13	13	8
